# Screening data from PubChem BioAssay.
# Rv3671c protease – Rv3671c (M. tuberculosis) protease inhibition; inhibition, % at 5.96 µM; 320,000 compounds, 0.048% hits; AID 2606; P9WHR9; in the data active = inhibition above about 38%;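 also: extracellular domain of Rv3671c used as enzyme; 0% = enzyme with DMSO and 100% = no enzyme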
# CCHFV vOTU inh – CCHFV vOTU protease inhibition | Pep-AMC fluorescence | 370,000 compounds, 0.55% hits | AID 651958 | inhibition, % at 11.5 µM; in the data active = inhibition above about 30%; also: 0% = vehicle wells with enzyme and 100% = no enzyme wells
# Anthrax LF inh2 – blocks Bacillus anthracis lethal factor protease; AID 588501; multiplex microsphere protease cleavage assay, LF; inhibition, % at 10 µM; 360,000 compounds, 0.12% hits; also: plate controls were buffer without enzyme for full effect and enzyme alone for no effect
# Target sequence (P15917 whole entry, looked up): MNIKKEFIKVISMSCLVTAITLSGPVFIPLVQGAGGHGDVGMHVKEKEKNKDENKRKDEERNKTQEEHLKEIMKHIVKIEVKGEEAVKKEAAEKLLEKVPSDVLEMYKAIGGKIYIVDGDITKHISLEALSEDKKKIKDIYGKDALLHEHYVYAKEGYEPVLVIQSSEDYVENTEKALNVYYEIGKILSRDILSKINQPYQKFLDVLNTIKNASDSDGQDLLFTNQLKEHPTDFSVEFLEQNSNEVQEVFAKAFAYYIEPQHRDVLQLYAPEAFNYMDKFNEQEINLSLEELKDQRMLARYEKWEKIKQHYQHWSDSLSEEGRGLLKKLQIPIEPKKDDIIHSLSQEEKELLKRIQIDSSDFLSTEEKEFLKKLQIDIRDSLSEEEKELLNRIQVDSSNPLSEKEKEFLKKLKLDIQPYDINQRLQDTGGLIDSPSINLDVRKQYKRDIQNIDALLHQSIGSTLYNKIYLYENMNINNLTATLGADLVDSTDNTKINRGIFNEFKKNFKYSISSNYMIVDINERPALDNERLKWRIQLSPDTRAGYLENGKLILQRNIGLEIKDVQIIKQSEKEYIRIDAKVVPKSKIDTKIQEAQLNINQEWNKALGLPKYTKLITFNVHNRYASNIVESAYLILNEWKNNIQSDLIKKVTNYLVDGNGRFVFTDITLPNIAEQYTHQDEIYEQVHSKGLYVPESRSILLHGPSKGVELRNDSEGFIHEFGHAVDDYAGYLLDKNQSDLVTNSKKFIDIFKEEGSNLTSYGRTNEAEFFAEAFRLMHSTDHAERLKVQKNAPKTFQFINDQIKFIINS
# VHR inh abs – DUSP3 (human) phosphatase inhibition. P51452. recombinant VHR phosphatase, pNPP absorbance. inhibition, % at 13.3 µM. 290,000 compounds, 0.52% hits; in the data active = inhibition above about 50%; also: some compounds called inactive have numbers as strong as hits
# SSB-PriA inh – inhibitors of Klebsiella pneumoniae PriA binding to SSB C-terminal tail. AlphaScreen SSBct-PriA binding, biotinylated peptide. inhibition, % at 33 µM. 430,000 compounds, 0.6% hits. AID 1272365; in the data active = inhibition mostly above about 37%, no sharp cut-off; inactive = mostly below about 20%;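 also: plate controls were negative control peptide for no effect and reference peptide for full effect; strong numbers were not always called active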
# SARS 3CLpro inh – SARS-CoV 3CLpro protease inhibition; 290,000 compounds, 0.14% hits; recombinant SARS-CoV 3CLpro, quenched FRET peptide cleavage; AID 1706; P0C6X7; inhibition, % at 6 µM; in the data active = inhibition above about 12%
# MazF activator – MazEF (E. coli) toxin RNase activation; 350,000 compounds, 0.32% hits; FAM/BHQ RNA-DNA oligo cleavage fluorescence, 5 h; activation, % at 20 µM; P0AE70; AID 504720; in the data active = activation above about 50%
# Target sequence (P0AE70 whole entry, looked up): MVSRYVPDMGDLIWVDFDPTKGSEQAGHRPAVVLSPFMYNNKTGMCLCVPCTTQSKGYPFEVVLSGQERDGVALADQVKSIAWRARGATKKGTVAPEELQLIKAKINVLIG
# BoNT-F LC inh – inhibitors of Botulinum neurotoxin F light chain protease. Multiplex microsphere protease cleavage assay, flow cytometry. 360,000 compounds, 0.22% hits. inhibition, % at 10 µM; in the data active = inhibition above about 35%, passing the limit was not always enough; inconclusive = no clear call, values can overlap the other calls; also: plate controls were buffer without enzyme for full effect and enzyme alone for no effect
# BoNT-A LC inh2 – blocks Botulinum neurotoxin A light chain protease; multiplex microsphere protease substrate cleavage, flow cytometry; inhibition, % at 10 µM; 360,000 compounds, 0.17% hits; also: plate controls were buffer without enzyme for full effect and enzyme alone for no effect
# PrPC TRFRET – cell surface PrPC inhibition, primary TR-FRET screen. AID 720596. TR-FRET read-out. inhibition, % at 13.8 µM. 370,000 compounds, 0.43% hits; in the data active = inhibition above about 24%; also: 0% = median of the test wells and 100% = reference compound wells
# * marks the source's active call; other numbers are inactive results; ? = inconclusive; / = no result given; & = joins results of further samples. Rule as the data show it, unless noted: active = inhibition above about 30%; inconclusive = no clear call, values can overlap the other calls; inactive = below that. Only part of the results is shown; count on the stated rates, not on these rows.
# Short keys – A = Rv3671c protease; B = CCHFV vOTU inh; C = Anthrax LF inh2; D = VHR inh abs; E = SSB-PriA inh; F = SARS 3CLpro inh; G = MazF activator; H = BoNT-F LC inh; I = BoNT-A LC inh2; J = PrPC TRFRET
> COCCOC(=O)c1[nH]c2c(c1C)C(=O)CC(c1ccco1)C2 (centres undefined)
  A: 5; B: 5; C: 1; D: 19; E: -7; F: -3; G: 7; H: -8; I: 0.0; J: 4
> Cc1ccc(NC2CCCN(C(=O)CCc3scnc3C)C2)cc1C (centres undefined)
  A: 1; B: 9; C: 4; D: 10; E: -4; F: -3; G: 0; H: 6; I: 5.5; J: -1
> Cc1oc(-c2cccc(Cl)c2)nc1CN1CCCC(C(=O)NCCCN2CCOCC2)C1 (centres undefined)
  A: 10; B: 1; C: /; D: 21; E: 6; F: 3; G: 0; H: /; I: /; J: -6
> CNC(=O)c1ccccc1S(=O)c1ccccc1C#N (centres undefined)
  A: 5; B: -6; C: 1; D: 10; E: 0; F: -5; G: -3; H: 2; I: -0.4; J: 6
> COc1ccc(C(=O)NCc2ccc(-c3nc4ccccc4s3)cc2)cc1
  A: -15; B: 11; C: -7; D: 34; E: -3; F: -1; G: 9; H: -2; I: 1.1; J: -4
> Cc1onc(-c2ccccc2)c1C(=O)Nc1ccc(S(=O)(=O)N2CCCC2)cc1
  A: -12; B: -11; C: 0; D: 22; E: -12; F: 1; G: -1; H: 0; I: 0.3; J: 2
> CCOc1cc(S(=O)(=O)N(CC)CC)ccc1Br
  A: 2; B: 1; C: -2; D: -6; E: -34; F: 0; G: -6; H: 0; I: -0.2; J: 6
> CCCOc1ccc(N2C(=O)CC(N(Cc3ccc(S(N)(=O)=O)cc3)C(=O)CC)C2=O)cc1 (centres undefined)
  A: 1; B: -2; C: -3; D: -9; E: 1; F: 1; G: 1; H: -9; I: -0.2; J: 5
> O=C(N/N=C(\CC(=O)c1cccs1)C(F)(F)F)c1cccnc1
  A: 6; B: 6; C: -3; D: 18; E: /; F: 0; G: 2; H: ?; I: ?; J: 8
> CCN(C(=O)CN1C(=O)NC2(CCc3ccccc32)C1=O)C1CCCCC1 (centres undefined)
  A: -1; B: 12; C: 1; D: /; E: -3; F: /; G: -1; H: 14; I: -3.3; J: -9
> CC(=O)c1ccc(NC(=O)CCn2c(=S)oc3ccccc32)cc1
  A: -7; B: -13; C: 6; D: 96; E: -5; F: -3; G: 7; H: -8; I: 0.4; J: -6
> Nc1nc(CSc2ccc(Cl)cc2)nc(N2CCCCC2)n1
  A: 2; B: -15; C: -2; D: 9; E: -14; F: 3; G: 3; H: -1; I: -0.3; J: 3
> Cc1ccc(NC(=O)c2ccccc2OCC(=O)c2ccc(F)cc2)cc1
  A: 1; B: 12; C: 4; D: -10; E: -13; F: 2; G: 6; H: 23; I: 2.1; J: -3
> CCOC(=O)N1CCC(=NNC(=O)c2ccccc2F)CC1
  A: -7; B: -9; C: 0; D: -6; E: -20; F: -3; G: 8; H: -10; I: -0.7; J: 3
> CC(C)Sc1nc2sccc2c(=O)n1-c1ccccc1
  A: -12; B: 15; C: 5; D: -8; E: -12; F: -2; G: 7; H: 2; I: 0.3; J: -12
> O=C(O)/C=C/C(=O)N1Cc2cc3ccccc3nc2C1
  A: -3; B: 4; C: -26; D: 22; E: -3; F: -2; G: 7; H: ?; I: -12; J: -7
> C[C@H](CO)N1C[C@H](C)[C@@H](CN(C)C(=O)Nc2ccc3c(c2)OCO3)Oc2ccc(NC(=O)C3CCCCC3)cc2C1=O
  A: 2; B: 2; C: -3; D: /; E: 2; F: /; G: 2; H: -12; I: 0.1; J: 9
> COc1ccc(CCN2CC(C(=O)NCCc3ccc(C(F)(F)F)cc3)CCC2=O)cc1 (centres undefined)
  A: 4; B: -6; C: 4; D: -6; E: -14; F: 1; G: 1; H: 4; I: -0.7; J: 0
> O=C1COc2ccc(C(=O)COC(=O)c3ccco3)cc2N1
  A: -9; B: 12; C: -11; D: -7; E: -17; F: 1; G: 9; H: -4; I: -0.9; J: 1
> Cc1ccc(Sc2ccc(C(=O)NC(C)C)cc2[N+](=O)[O-])cc1
  A: 3; B: 5; C: -2; D: 6; E: -2; F: 4; G: 1; H: -13; I: 0.4; J: -3
> OC(CNCc1cccs1)c1ccccc1 (centres undefined)
  A: 2; B: /; C: -17; D: 7; E: -6; F: 0; G: 6; H: 1; I: -1.9; J: /
> C=CCNc1nc2c(c(=O)[nH]c(=O)n2C)n1CCCCC
  A: 2; B: -3; C: -5; D: 2; E: -14; F: 5; G: 0; H: -2; I: 0.0; J: 1
> COc1cc(NC(=O)Cn2ccsc2=N)cc(OC)c1
  A: 11; B: -14; C: 6; D: -4; E: 1; F: 1; G: 4; H: -7; I: 0.4; J: -3
> COc1ccc(CNC(=O)CN(Cc2ccccc2)C(=O)CCC(=O)Nc2ccccn2)cc1
  A: 10; B: 12; C: 3; D: 2; E: -2; F: 3; G: 7; H: -22; I: -0.8; J: 4
> CC(C(=O)Nc1nccs1)N1C(=O)c2ccccc2S1(=O)=O (centres undefined)
  A: 10; B: -4; C: /; D: /; E: -2; F: /; G: 1; H: /; I: /; J: -4
> OCC(O)C1OC(c2ccco2)OC(CO)C1O (centres undefined)
  A: /; B: 6; C: 4; D: /; E: -7; F: /; G: 6; H: 4; I: -0.1; J: -4
> O=C(c1nc2ccccn2c1CN1CCCC(OCc2ccccc2)C1)N1CCCC1 (centres undefined)
  A: -2; B: -9; C: 0; D: -19; E: -3; F: -4; G: -5; H: -14; I: -3.1; J: -7
> C/C(=C\c1ccccc1)C(=O)Nc1nc2ccc([N+](=O)[O-])cc2s1
  A: -14; B: -14; C: -1; D: 5; E: -2; F: 0; G: 14; H: -4; I: -0.4; J: 4
> O=C(C[C@H]1C/C=C\C[C@@H](Cc2ccc(F)cc2)C(=O)O[C@H](c2ccccc2)CNC1=O)N[C@@H](CO)Cc1ccccc1
  A: -12; B: 2; C: -8; D: /; E: -2; F: /; G: -29; H: 11; I: 0.3; J: -1
> NCCNC(=O)Cc1cccc(NC(=O)Cc2ccc(Nc3ncnc4c3ncn4[C@@H]3O[C@H](CO)[C@@H](O)[C@H]3O)cc2)c1
  A: 1; B: -5; C: -4; D: 18; E: 4; F: /; G: 6; H: -24; I: -1.5; J: 0
> Cc1ccccc1NC(=O)CSCCO
  A: -4; B: -2; C: 0; D: -12; E: -24; F: 2; G: 9; H: 3; I: 2.4; J: -2
> O=C(Nc1nc(-c2ccc(F)c(F)c2)cs1)c1cc([N+](=O)[O-])ccc1N1CCOCC1
  A: 5; B: 2; C: -2; D: -10; E: 9; F: 4; G: -16; H: 5; I: 0.3; J: -6
> CCOc1ccc(NC(=O)CN(C)C(=O)CC2CCCCC2)cc1OCC
  A: -3; B: 0; C: 2; D: /; E: 1; F: /; G: 3; H: -2; I: 0.4; J: -1
> COC(=O)c1c(N)nc(C)n1-c1ccc(OC)cc1
  A: -2; B: 3; C: -4; D: -6; E: 3; F: -1; G: -4; H: 4; I: 0.8; J: -4
> NCc1cccc(CNc2ccc([N+](=O)[O-])cc2C(N)=O)c1
  A: 9; B: 1; C: -6; D: /; E: -3; F: /; G: -2; H: -1; I: 0.4; J: -15
> CCOC(=O)C1CCN(C2CCN(C(=O)c3oc4c(C)c(C)ccc4c3C)CC2)CC1
  A: -9; B: 0; C: -2; D: 16; E: 6; F: 0; G: -14; H: 0; I: -2.6; J: 0
> COc1ccc(/C=N/OCC(=O)NC(c2ccccc2)c2ccccc2)cc1OC
  A: 6; B: 4; C: 1; D: -7; E: /; F: 1; G: -1; H: -8; I: -0.7; J: 16
> Fc1ccccc1CSc1ncnc2c1ncn2C1CCCO1 (centres undefined)
  A: /; B: 3; C: -2; D: /; E: -5; F: /; G: 8; H: -6; I: -0.5; J: 2
> O=C1CS/C(=N\c2ccccn2)N1C1CCCCC1
  A: -7; B: 0; C: 2; D: 21; E: /; F: -1; G: 7; H: -3; I: 0.3; J: -1
> O=C1CN(C(=O)COc2ccccc2Cl)c2ccccc2N1
  A: -8; B: -8; C: 2; D: /; E: -1; F: /; G: -2; H: ?; I: 1.1; J: 1
> O=C(c1ccc2c(=O)n(Cc3ccc(Cl)cc3)c(=S)[nH]c2c1)N1CCCC1
  A: -3; B: -3; C: 1; D: 8; E: 13; F: 2; G: 1; H: -6; I: -3.9; J: -3
> O=S(=O)(Nc1ccc(Br)cc1)N1CCOCC1
  A: -2; B: 1; C: -1; D: 29; E: 4&7; F: -4; G: 4; H: 1; I: -0.1; J: 3
> O=C(NCc1cccnc1)C1C2C=CC(C2)C1C(=O)Nc1cccc(C(F)(F)F)c1 (centres undefined)
  A: /; B: 5; C: -8; D: /; E: /; F: /; G: 6; H: -4; I: -0.1; J: 11
> O=C(CN(Cc1ccco1)C(=O)CNS(=O)(=O)c1ccc(F)cc1)NCc1ccccc1
  A: 4; B: -15; C: 1; D: 18; E: -8; F: 4; G: -2; H: -5; I: -3.0; J: 9
> Fc1ccc(/C=N/Nc2nnnn2-c2ccccc2)cc1
  A: 3; B: 2; C: 1; D: 14; E: /; F: 3; G: 0; H: -4; I: 0.3; J: 0
> CCN(CC)c1ccc(NC(=O)CN2CCN(c3nc(C)cc(C)n3)CC2)cc1
  A: 1; B: 14; C: -4; D: -4; E: 26; F: 0; G: -6; H: -2; I: -0.6; J: -9
> O=C(c1cccc(C(F)(F)F)c1)C1CCCN(C(=O)CN2CCOC2=O)C1 (centres undefined)
  A: 1; B: 11; C: -1; D: -29; E: -8; F: -1; G: 5; H: -8; I: 0.4; J: -3
> O=C(CSc1nc2scc(-c3ccco3)c2c(=O)n1-c1ccccc1)N1CCOCC1
  A: -1; B: 0; C: -1; D: 6; E: -4&-14; F: 6; G: -13; H: -3; I: -2.1; J: 5
> COc1ccc(CC(=O)NC(C)c2ccc3ccccc3c2)cc1 (centres undefined)
  A: 1; B: -6; C: -16; D: 15; E: -14; F: 1; G: -2; H: -22; I: -3.6; J: 7
> N#CCCCCn1c(-c2cncs2)nc2ccccc21
  A: -1; B: 11; C: 1; D: -8; E: -11; F: -8; G: 6; H: 6; I: 0.8; J: 2
> C=CCN1C(=O)C2C(C(=O)NCc3ccccc3)C3(C)C=CC2(O3)C1C(=O)NC(C)(C)C (centres undefined)
  A: 8; B: -16; C: -2; D: 17; E: -12; F: 5; G: 2; H: 11; I: 0.0; J: 0
> Cc1cc(C)cc(-n2nnnc2-c2cn(C)nc2C(F)(F)F)c1
  A: 2; B: 18; C: 2; D: 33; E: 5; F: 1; G: 2; H: -5; I: 0.4; J: 8
> CCC1CCCCN1CCCNC(=O)c1ccc(CS(=O)(=O)c2ccccc2OC)o1 (centres undefined)
  A: -6; B: 0; C: 0; D: 18; E: 17; F: -3; G: 7; H: 7; I: 1.2; J: 15
> C/C(=N\OCC(=O)Nn1c(=O)[nH]c2ccccc2c1=O)c1ccccc1
  A: -13; B: 7; C: -2; D: 1; E: /; F: 7; G: -2; H: 2; I: 0.2; J: -5
> Cc1noc(C)c1CSCC(=O)N(C)CC(=O)Nc1ccccc1Br
  A: 4; B: -2; C: 1; D: /; E: 0; F: /; G: 6; H: -13; I: -4.2; J: -3
> COc1ccc(C(=O)Nn2cnnc2)cc1
  A: -1; B: 6; C: -2; D: 11; E: -6; F: -1; G: -23; H: -10; I: -0.7; J: -5

# Just SSB-PriA inh, for 3 of the compounds above:
molecule | SSB-PriA inh
COc1ccc(C(=O)Nn2cnnc2)cc1 | -6
CCN(CC)c1ccc(NC(=O)CN2CCN(c3nc(C)cc(C)n3)CC2)cc1 | 26
C=CCN1C(=O)C2C(C(=O)NCc3ccccc3)C3(C)C=CC2(O3)C1C(=O)NC(C)(C)C (centres undefined) | -12
